# Bioassay records as filed in PubChem BioAssay.
# AMA1 RON2 block: disrupts binding of P. falciparum AMA1 to RON2; 360,000 tested, 0.2% active; AlphaScreen AMA1-biotinylated RON2 peptide binding; AID 720542; Potency, µM (highest dose often 58.2 µM), without a hit: at the top dose activity change, negative = inhibition, actives largely listed as inhibitors; active = well fitted inhibition curve with a large enough effect; inconclusive = small, poorly fitted or top-dose-only effect; inactive = no such curve, though single readings can be large or run the other way;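 also: potency is read from the fitted curve at half-maximal effect; 0% = vehicle wells and -100% = peptide control; nearly all actives have a fitted effect of over 45% in size; some results filed as inactive show a strong effect at the top dose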
#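 AMA1 (3D7) with his tag at 25 nM final met compounds first, then biotinylated RON2 peptide at 25 nM; detection used donor plus acceptor beads, 10 µg/mL apiece, read by AlphaScreen after 30 min at room temperature.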
# HCMV antiviral: blocks human cytomegalovirus replication. HFF cells, HCMV-luciferase reporter, 72 h; stronger effect = lower value. 410,000 tested, 4.5% active. activity change, negative = inhibition, % at 57.5 µM. AID 1259415; in the data active = activity change below about -60%; inconclusive = no clear call, values can overlap the other calls; inactive = above about -39%
#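 Two-dose cell screen: HFF monolayers treated with compounds and infected with luciferase-expressing HCMV at 1 PFU/cell, 72 h at 37C, then lysed for luciferase measurement.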
# Starred values were filed as active, the others as inactive; ? = inconclusive; [ ] = dose if it differs, or a comment. Unless noted, % is scaled to controls: 0 for no effect and ±100 for the full control effect.
Molecule | AMA1 RON2 block | HCMV antiviral
Cc1ccsc1C(=O)N1CCC1(C)C(=O)NS(=O)(=O)c1ccc(C#N)cc1 (stereo unspecified) | 6% | -3
CC1(C(=O)NS(=O)(=O)C2CC2)CCN(C(=O)c2ccccc2OC(F)(F)F)C1 (stereo unspecified) | 6% | 10
COc1ccccc1CCn1cnc(Cc2cccc(F)c2)c1C(C)C | -21% | ?
CCC(c1nnnn1-c1ccc2c(c1)OCCO2)N1CCN(Cc2c(F)cccc2Cl)CC1 (stereo unspecified) | -22% | -18
Cn1c(=O)c2cc(NC(=O)NCc3ccc(F)cc3)ccc2n1C/C=C/c1ccccc1 | -10% | -63*
O=[N+]([O-])c1ccc(CN2[C@H](COCc3ccccc3)[C@@H](N3CCCC3)CS2(=O)=O)cc1 | -27% | -6
CCCCCc1c(-c2ccc(F)cc2)ncn1CCc1ccccc1OC | -22% | -28
NC(c1csc(NC(=O)Nc2ccc(OC(F)(F)F)cc2)n1)C1CCCCC1 (stereo unspecified) | 107%[activator] | -2
O=C(NCc1cccnc1)c1cc(C2CCCN(C(=O)CCCc3ccccc3)C2)on1 (stereo unspecified) | -3% | -14
C#CCNC(=O)C[C@@H]1C[C@@]2(C(=O)OC)CCCCC=C2N(Cc2ccc(Cl)cc2Cl)C1=O | -6% | -16
COc1cccc(C(O)c2nc(-c3ccc(Cl)cc3)cs2)c1 (stereo unspecified) | 3% | -37
CCc1nnc(NC(=O)c2ccc3c(=O)n4c(nc3c2)CCC4)s1 | 6% | 99
CCOC(=O)c1cc(-c2ccc(N3C(c4ccsc4)=Cc4ccccc4C3CC(C)=O)cc2)cc([N+](=O)[O-])c1 (stereo unspecified) | -23% | -15
COc1ccc(C(C)(O)c2nc(-c3cncnc3)cs2)cc1 (stereo unspecified) | -10% | -16
COc1cc(Br)cc(C(=O)N2CCc3ccccc32)c1OC | 0% | 11
CC(CO)NS(=O)(=O)c1cccc(Cl)c1F (stereo unspecified) | -4% | -6
CCC(c1nc2ccccc2[nH]1)N(C(=O)C1=NNC(=O)CC1)c1ccccc1 (stereo unspecified) | 3% | 37
NC(CSC(c1ccccc1)(c1ccccc1)c1ccc(-c2ccccc2)cc1)C(=O)O (stereo unspecified) | 89%[activator] | 0
C[C@H](CO)N1C[C@H](C)[C@@H](CN(C)CC2CCOCC2)Oc2ncc(Br)cc2C1=O | 25% | -5
COc1ccc([C@H]2C[C@@H](n3cc(COC(=O)c4ccccc4)nn3)[C@H](O)CN2CC2CCCCC2)cc1 | 2% | -16
CCC(C)[C@H]1CNC(=O)C(=O)N1CCc1cccc(F)c1 (stereo partly specified) | 1% | -6
Cc1ccc(S(=O)(=O)N2CCCCC2)cc1NC(=O)C1COc2ccccc2O1 (stereo unspecified) | -14% | 11
CCCCCCCCN1C(=O)[C@H](CC(=O)N2CCN(C(=O)C3CC3)CC2)C[C@@]2(C(=O)OC)CC(C)(C)CC=C12 | -5% | 7
COc1cccc(C(NC(C)=O)c2nc(-c3ccc4c(c3)OCO4)cs2)c1 (stereo unspecified) | 0% | 12
Cc1nc2ccccc2nc1CC(O)(c1ccccc1)c1ccccc1 | -2% | -8
CC(C)(C)S(=O)N1Cc2cc(C(=O)N3CCc4ccccc4C3)nc(-c3cccc(-c4ccncc4)c3)c2[C@H]1CCO (stereo partly specified) | ? | 4
COC(=O)c1c(NC(=O)COC(=O)CNC(=O)c2cccc(OC(F)F)c2)sc(C)c1C | 0% | 0
COc1ccc(C(C(=O)Nc2ccc(F)cc2)N2CCN(C(=O)c3ccco3)CC2)cc1 (stereo unspecified) | 0% | 24
O=C(c1ccco1)N1CCN(C2CN(Cc3ccc([N+](=O)[O-])cc3)S(=O)(=O)C2)CC1 (stereo unspecified) | -4% | 0
CC(C)(C)c1ccc(S(=O)(=O)NC(=O)C2(C)CCN2C(=O)CC2CC2)cc1 (stereo unspecified) | -2% | 18
O=S1(=O)CCN(C2CCCC2)CC1 | -4% | 1
CC(=O)NCCNc1nc(NCc2cccs2)nc2ccsc12 | -14% | 59
CC(O)(c1ccc(F)c(F)c1)c1nc(-c2ccc(F)c(Cl)c2)cs1 (stereo unspecified) | 18% | -38
CC(C)Cc1ccc(CN2C(C)C(=O)N(Cc3cn(Cc4ccco4)nn3)CCS2(=O)=O)cc1 (stereo unspecified) | 63%[activator] | -10
CN(N=Cc1ccccc1)C(=S)Nc1ccccc1 | -2% | -11
C[C@@H]1CN([C@@H](C)CO)C(=O)CCCn2nncc2CO[C@@H]1CN(C)C(=O)CCC(F)(F)F | -15% | 14
O=c1[nH][nH]c2c1[C@H](c1ccc(F)cc1)O[C@H](C1CCCCC1)C2 | 95%[activator] | -15
CN(Cc1ccccc1)C(=O)CCN1C(=O)c2cccc([N+](=O)[O-])c2C1=O | -3% | -22
Cc1c([N+](=O)[O-])oc2c1C(=O)NCCC2 | 1% | -10
CCOC(=O)[C@]12CCCC=C1N(Cc1cccc3ccccc13)C(=O)[C@H](CC(=O)N1CCN(C(=O)c3ccco3)CC1)C2 | 0% | -5
CC(C)n1c(=O)c2ccccc2n1Cc1cn(-c2ccc(Cl)cc2)nn1 | 10% | 3
CC1(Cc2ccc(Cl)cc2)C(=O)Nc2ccc(-c3cccnc3)cc21 (stereo unspecified) | -10% | -66*
CC1(C(=O)NS(=O)(=O)c2ccccc2)CCN1C(=O)Cc1cc(F)ccc1F (stereo unspecified) | -2% | 68
CC(C)(C)CNC(=O)c1cc2c(Br)ccc(Br)c2nc1N | 0% | -16
COCOCCn1cc(CN2CCS(=O)(=O)N(Cc3ccc(-c4ccc(OC)c(OC)c4)cc3)C(C)C2=O)nn1 (stereo unspecified) | -3% | -17
CCCCNC(=O)c1nc(C2CCN(S(=O)(=O)c3c(OC)cccc3OC)CC2)oc1-c1ccccc1 | -2% | -21
CCCC(=O)N1CCC1(C)C(=O)NS(=O)(=O)c1ccc(OC)cc1 (stereo unspecified) | 1% | 7
CCc1nc2c(OCCn3cccc3)cccn2c1N(C)C(=O)c1cccs1 | -17% | -17
COCCCn1cc(CN(C)C2CN(Cc3cn(CCCOC)nn3)S(=O)(=O)C2)nn1 (stereo unspecified) | 10% | -9
COCCCN1C(=O)C(CC(=O)NCc2cccs2)CC(C(=O)N(C)C)=C1C (stereo unspecified) | 11% | -6
COc1cc(C=NN2CCCCC2)cc(OC)c1OC | -9% | 1
CCC(=O)Nc1ccc2c(c1)OC[C@@H](C)N(Cc1ccccc1F)C[C@@H](C)[C@@H](OC)CN(C)C2=O | -5% | -2
COc1ccc(-c2[nH]nc3nc(N4CCN(C(=O)c5ccoc5)CC4)cc(C(F)(F)F)c23)cc1 | -9% | -77*
Cn1c2c(c(=O)n(C)c1=O)CN(Cc1ccccc1)CN2 | -1% | 1
CCOC(=O)[C@]12CCC=C1N(Cc1ccc3c(c1)OCO3)C(=O)[C@H](CC(=O)NCc1ccc(C)o1)C2 | -3% | 7
CCOC(=O)C12C(=O)OCC1C2c1ccccc1 (stereo unspecified) | -3% | 23
C[C@H](CO)N1C[C@H](C)[C@H](CN(C)S(=O)(=O)c2ccccc2C#N)OCc2cnnn2CCCC1=O | -11% | 7
O=C(Nc1nnc([C@H]2C[C@H](O)[C@@H](CO)O2)s1)c1cccc(Oc2ccccc2)c1 | 0% | 13
CCCC(=O)N1CCC1(C)C(=O)NCc1ccc(SC)cc1 (stereo unspecified) | 38%[activator] | 15
CCCCN(C)C(=O)c1sc(=O)n(Cc2ccccc2C#N)c1C | 4% | 67

# Brought forward from above: three compounds; new compounds follow.
Molecule | AMA1 RON2 block | HCMV antiviral
O=C(Nc1nnc([C@H]2C[C@H](O)[C@@H](CO)O2)s1)c1cccc(Oc2ccccc2)c1 | 0% | 13
CCCC(=O)N1CCC1(C)C(=O)NCc1ccc(SC)cc1 (stereo unspecified) | 38%[activator] | 15
CCCCN(C)C(=O)c1sc(=O)n(Cc2ccccc2C#N)c1C | 4% | 67
CCOC(=O)[C@]12CCC=C1N(Cc1cccc3ccccc13)C(=O)[C@H](CC(=O)NCCC(C)C)C2 | -18% | 1
CC(O)(c1ccc(F)c(F)c1)c1nc(-c2ccc(Cl)cc2)cs1 (stereo unspecified) | 11% | -6
Cc1nc2ccc(C(=O)NCCCn3ccnc3)cn2c1N(C)CC1CCCCC1 | 0% | -10
O=C(CCN1CCN(Cc2ccccc2)CC1)NNC(=O)c1ccc(Cl)c(Cl)c1 | 89%[activator] | 33
C[C@@H]1CN([C@H](C)CO)S(=O)(=O)c2ccc(Br)cc2O[C@H]1CN(C)S(C)(=O)=O | -5% | 17
CC(C)(C)NC(=O)CN(C(=O)CCC(=O)Nc1nccs1)c1ccccc1F | 0% | -19
O[C@@H]1CN(Cc2cccs2)[C@@H](c2ccc(Cl)cc2)C[C@H]1n1cc(-c2ccc(F)cc2)nn1 | 5% | 16
O=C(Nc1c(-c2ccccc2)[nH][nH]c1=O)c1ccccc1 | 6% | 1
COc1cccc(C(C(=O)NCc2ccccc2)N2CCN(c3cccc(C)c3C)CC2)c1OC (stereo unspecified) | -11% | 56
O=[N+]([O-])c1ccc2c(c1)-c1ccccc1C2O (stereo unspecified) | ? | -27
CCN(CC)c1ccc(C(=O)NNC(=O)C2CCN(c3ncnc4sc(C)c(C)c34)CC2)cc1 | 105%[activator] | -15
CN(Cc1ccccc1)C(=O)c1csc(COCCO)n1 | -2% | 7
Cc1noc(C)c1NC(=O)N(C)C[C@@H]1OCc2cnnn2CCCC(=O)N([C@@H](C)CO)C[C@@H]1C | -9% | 5
COc1ccc(C=C2CCC3C(=O)CCCC3(C)C2=O)cc1 (stereo unspecified) | -1% | ?
CC(=O)OCCn1c([N+](=O)[O-])cnc1C=[N+]([O-])C1CCCCC1 | 13% | -36
O=S(=O)(Cc1nnnn1-c1ccc(Br)cc1)c1ccccc1 | -5% | -27
CCCc1nc2c3ccccc3ccn2c1Cc1ccccc1C(F)(F)F | -14% | 56
Cc1cnc2nc(-c3ccccc3)ccc2c1 | 1% | 57
CCCCN(C(C)=O)c1c(CC)nc2ccc(C(=O)NCCOc3ccc(OC)cc3)cn12 | -6% | -17
Cc1noc(C)c1S(=O)(=O)Nc1ccc2c(c1)C(=O)N([C@H](C)CO)C[C@H](C)[C@H](CN(C)C(=O)NC(C)C)OCCCC[C@@H](C)O2 | -4% | -32
COc1ccc(C(=O)N(c2c(C)cccc2C)C(COC(C)=O)COC(C)=O)cc1 | 1% | 22
OC(c1ccc(F)c(F)c1)c1ncc(-c2ccccc2F)[nH]1 (stereo unspecified) | -8% | 18
CC(C)c1ccc(CC(=O)N2CCC2(C)C(=O)Nc2ccc3c(c2)OCO3)cc1 (stereo unspecified) | -13% | -32
C[C@H](CO)N1C[C@H](C)[C@@H](CN(C)C(=O)Oc2ccccc2)OCc2cnnn2CCCC1=O | 13% | 15
O=C(NCc1ccccc1)c1cc(C2COCCN2C(=O)C2CC2)on1 (stereo unspecified) | 14% | -9
CC(=O)Nc1cc(-c2cccc(F)c2)cn2c(-c3ccc(F)c(Cl)c3)cnc12 | 5% | -10
CCOC(=O)C(Cc1ccc(O)cc1)NC(=O)c1cc2c(cn1)[nH]c1ccccc12 (stereo unspecified) | 14% | 70
Nc1[nH]c(C(=O)c2ccccc2)c(-c2ccccc2C(F)(F)F)c1C(=O)NCCc1c[nH]c2ccccc12 | 74%[activator] | -61*
O=[N+]([O-])c1ccc(C(S(=O)(=O)Cc2ccccc2)S(=O)(=O)Cc2ccccc2)cc1 | -10% | -21
CCCCNC(=O)C1(C)CCN1C(=O)c1ccc2c(c1)CCO2 (stereo unspecified) | 8% | 18

# Exported as labelled records: entries from further up.
canonical_smiles: Cc1cnc2nc(-c3ccccc3)ccc2c1
  AMA1 RON2 block: 1%	HCMV antiviral: 57
canonical_smiles: CCCCN(C(C)=O)c1c(CC)nc2ccc(C(=O)NCCOc3ccc(OC)cc3)cn12
  AMA1 RON2 block: -6%	HCMV antiviral: -17
canonical_smiles: Cc1noc(C)c1S(=O)(=O)Nc1ccc2c(c1)C(=O)N([C@H](C)CO)C[C@H](C)[C@H](CN(C)C(=O)NC(C)C)OCCCC[C@@H](C)O2
  AMA1 RON2 block: -4%	HCMV antiviral: -32

# New compounds follow
# The line under a structure holds: AMA1 RON2 block | HCMV antiviral
- CC1(C(=O)NCc2cccc(C(F)(F)F)c2)CCN1C1Cc2ccccc2C1 (stereo unspecified)
→ 5% | 23
- Cc1cc(O)ccc1-c1ccc2nncn2c1
→ ? | 72
- O=C(Nc1nnc([C@H]2C[C@H](O)[C@@H](CO)O2)s1)c1cccc(Cl)c1
→ 5% | 40
- O=C(CCCN1C(=O)C(=Cc2ccc3c(c2)OCO3)SC1=S)Nc1ccc(C(=O)O)c(O)c1
→ -19% | -35
- CC(=O)NCCNc1nc2cc(-c3ccc(C(=O)N4CCN(C)CC4)cc3)sc2c(=O)n1C
→ 1% | 29
- COC(=O)[C@@]12C[C@@H](CC(=O)NCc3cccc(C(F)(F)F)c3)C(=O)N(Cc3ccccc3)C1=CCC(C)(C)C2
→ 0% | -18
- CC1(C(=O)NS(=O)(=O)c2ccc(C#N)cc2)CCN1C(=O)Cc1ccc(-c2ccccc2)cc1 (stereo unspecified)
→ -2% | 14
- c1ccc(CNc2cccnc2)cc1
→ 14% | 13
- CCCNC(=O)C1(C)CCCN(Cc2ccc(-n3ccnc3)cc2)C1 (stereo unspecified)
→ 3% | -17

# The list is partial, so the mix of outcomes need not match the whole.
